Compound activity deposited in PubChem by Broad Institute.
PglD DTNB: inhibitors of Campylobacter jejuni PglD acetyltransferase | purified PglD enzyme, DTNB colorimetric CoA detection | 360,000 compounds, 0.098% hits | inhibition, % at 12.5 µM; in the data active = inhibition above about 16%, passing the limit was not always enough; also: strong numbers were not always called active
Statin myotox sup: suppressors of simvastatin-induced myotoxicity in C2C12 myotubes. rescue of ATP level, % at 7.49 µM. ATP luminescence, 48 h; scaled: DMSO 0, geranylgeraniol control 100. 330,000 compounds, 0.78% hits;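 active = mean ATP rescue above about 67%, or every replicate alone reaching that limit, limit read from the data, passing the limit was not always enough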;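 also: myotubes were challenged with 10 µM simvastatin during compound exposure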
ARNT-TACC3 inh: ARNT/TACC3 interaction disruption; Q9Y6A5; AlphaScreen His-ARNT PAS-B/GST-TACC3 binding, luminescence; TACC3 fragment carries E629A point mutation; inhibition, % at 9.99 µM; 390,000 compounds, 0.66% hits; AID 623870;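 active = mean inhibition of replicates at least 50% and at least half of replicates each reaching 50%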;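 also: 0% = complete ARNT plus TACC3 wells and 100% = ARNT alone without TACC3; many hits fall short of the cut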
GSIS activator: primary screen for activators of insulin secretion dependent on glucose, INS-1E cells, GLuc reporter luminescence. 370,000 compounds, 0.61% hits. INS-1E GLuc reporter insulin secretion, 2-3 h. AID 743287. activation, % at 16.6 µM;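 active = lowest replicate activation of at least 40%, so every replicate reaches that level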;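 also: 0% = median of neutral control wells and 100% = median of IBMX positive control wells; some compounds called inactive have numbers as strong as hits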
PGC1a acetyl inh: modulators of PGC1a acetylation | AID 651687 | 350,000 compounds, 0.17% hits | U2OS PGC1a acetylation, AlphaScreen anti-acetyl-lysine; with virally co-expressed GCN5 acetyltransferase | inhibition, % at 15.6 µM;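 active = every replicate shows inhibition of at least 40%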;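 also: 0% = neutral control wells and 100% = positive control wells; some results beyond the cut were filed as inactive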
PAX8 reporter: lowers PAX8-driven luciferase in RMG-I cells | RMG-I TPO-luciferase reporter, SteadyGlo, 24 h | inhibition, % at 12.6 µM | 360,000 compounds, 1.2% hits;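 active = mean replicate inhibition at least 60% with every replicate also reaching 60%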;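 also: luciferase light reporting Pax8 driven TPO promoter activity; plate controls were median of neutral control wells for no effect and mitoxantrone controls for full effect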
LGR2 inh: blocks bursicon-induced cAMP signaling via Drosophila LGR2; AID 720647; HEK293 LGR2, CRE-luciferase, bursicon-stimulated, 4 h; 380,000 compounds, 0.35% hits; inhibition, % at 9.99 µM;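 active = drop in luminescence signal, shown as inhibition above about 50% in the replicate tests, limit read from the data, passing the limit was not always enough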;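 also: agonist challenge used bursicon conditioned medium at about half maximal strength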
Cneo AK release: causes C. neoformans cell lysis; adenylate kinase release luminescence, 4 h; normalised: neutral wells 0, clomiphene wells 100; lysis activity, % at 15 µM; 360,000 compounds, 0.2% hits; AID 651654;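 active = mean lysis activity across replicates of at least 80%, whatever share of replicates individually reach that level; inactive = mean lysis activity below 80%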
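Schedule: static 4 h at 37 °C with compound, 1 h detection; system: C. neoformans cells; benchmarks: Clomiphene as positive control; buffer or medium: fresh YPD medium; measure: luminescence rise reflecting yeast cell lysis; measured by: luminescent adenylate kinase detection reagent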
* = called active by the depositor. Hits appear at their usual frequency; about 2.9% have a hit in one of these screens.

Screening Cc1cc(C=C2C(=O)CCCC2=O)c(C)n1-c1ccccc1 returned ARNT-TACC3 inh -7, GSIS activator 12, PAX8 reporter -8 and LGR2 inh 0.
CC(C)NC(=O)C1(C)CCCN1Cc1ccccc1 (configuration not stated) was read as PglD DTNB -5, Statin myotox sup 2, GSIS activator -2, PAX8 reporter -7, LGR2 inh -18 and Cneo AK release 9.
`Cc1ccc(-c2nnn(CC(=O)N3CCCCC3)n2)c(-n2cnnn2)c1` gave PglD DTNB -3, Statin myotox sup 2, ARNT-TACC3 inh -5 and Cneo AK release 8.
For O=C(Cn1cnc2c(OCc3ccccc3)ncnc21)NCc1ccc2[nH]ccc2c1 the results were PglD DTNB 0, Statin myotox sup 11, ARNT-TACC3 inh -6, GSIS activator 3, PGC1a acetyl inh -15, PAX8 reporter 3, LGR2 inh 15 and Cneo AK release 0.
Screening Cc1ccc2[nH]c3c(c2c1)CN(C(=O)CN(C)CC1OCCO1)CC3 returned PglD DTNB 3, Statin myotox sup 5, ARNT-TACC3 inh 4, PGC1a acetyl inh 3 and Cneo AK release 1.
Screening CCCCCCCCCCS(=O)(=O)N/N=C/c1ccc(O)cc1 returned Statin myotox sup -2, ARNT-TACC3 inh -14, GSIS activator -12, PGC1a acetyl inh 0, PAX8 reporter -2 and LGR2 inh -10.
For O=C(COc1ccc2ccccc2c1)N1CCCC1 the results were PglD DTNB -1, Statin myotox sup 2, ARNT-TACC3 inh -2, PGC1a acetyl inh -13, PAX8 reporter -117 and Cneo AK release -4.
For COCCN(CCOC)Cc1c(O)ccc2c1O/C(=C\c1ccco1)C2=O the results were PglD DTNB -3, Statin myotox sup -8, ARNT-TACC3 inh 8, GSIS activator 10, PGC1a acetyl inh 6, PAX8 reporter 1, LGR2 inh 8 and Cneo AK release 1.
Screening Cc1cc(C)n(CCNC(=O)CCc2nnc(CCc3ccccc3)o2)n1 returned PglD DTNB -7, Statin myotox sup -6, ARNT-TACC3 inh -4, GSIS activator 0, PGC1a acetyl inh 0, PAX8 reporter -5, LGR2 inh 25 and Cneo AK release 0.
For COc1cccc(-c2nnc(NC(=O)CCS(=O)(=O)c3ccc(C)cc3)o2)c1 the results were PglD DTNB 5, Statin myotox sup -23, ARNT-TACC3 inh 10, GSIS activator 2, PGC1a acetyl inh -3, PAX8 reporter 0, LGR2 inh 2 and Cneo AK release -1.
Cc1ccccc1S(=O)(=O)Nc1nc2ccccc2nc1N1CCc2ccccc2C1 was read as PglD DTNB 2, ARNT-TACC3 inh -2, GSIS activator -4, LGR2 inh -43 and Cneo AK release -1.
For C[C@H](CO)N1C[C@H](C)[C@H](CN(C)Cc2ccc(C(=O)O)cc2)Oc2c(NC(=O)c3ccc(-c4nccs4)cc3)cccc2C1=O the results were PglD DTNB -2, ARNT-TACC3 inh -4, GSIS activator 11, PGC1a acetyl inh 9, LGR2 inh 2 and Cneo AK release 42.
`COc1cccc(C(O)c2ncc(-c3ccc(C(F)(F)F)cc3)[nH]2)c1` (configuration not stated) gave PglD DTNB 4, Statin myotox sup 5, GSIS activator -1, PGC1a acetyl inh 5, PAX8 reporter -1, LGR2 inh -7 and Cneo AK release -1.
`C/C(CC(=O)NC1CCCC1)=N\NC(=O)Cc1csc(N)n1` gave PglD DTNB 5, Statin myotox sup 3, ARNT-TACC3 inh -10, GSIS activator 19, PAX8 reporter -25, LGR2 inh 6 and Cneo AK release -1.
Screening Brc1cccc(CSc2nnc(-c3ccncc3)o2)c1 returned ARNT-TACC3 inh -9, GSIS activator -2, PAX8 reporter -25 and LGR2 inh 34.
`Cc1nc(C)c(N)c(=O)[nH]1` gave PglD DTNB -4, Statin myotox sup 1, ARNT-TACC3 inh 0, GSIS activator -3, PGC1a acetyl inh 5, PAX8 reporter -1, LGR2 inh 22 and Cneo AK release -1.
Screening Cc1scc(C(=O)Nn2cnnc2)c1-c1ccccc1 returned PglD DTNB -2, ARNT-TACC3 inh -2, GSIS activator 1, PGC1a acetyl inh 4, LGR2 inh 9 and Cneo AK release 20.
Screening N/C(=N\S(=O)(=O)c1cc(C(F)(F)F)cc(C(F)(F)F)c1)c1ccncc1 returned PglD DTNB 0, Statin myotox sup 0, ARNT-TACC3 inh -8, GSIS activator 39, PGC1a acetyl inh 6, PAX8 reporter 3, LGR2 inh -6 and Cneo AK release -1.
For CCn1c(SC/C=C/c2ccccc2)nnc1-c1cnccn1 the results were PglD DTNB 7, Statin myotox sup 6, ARNT-TACC3 inh -29, PGC1a acetyl inh 2 and Cneo AK release -2.
For CSc1ccccc1OCc1cc(C(=O)NCC(C)Oc2cccnc2)no1 (configuration not stated) the results were PglD DTNB 4, Statin myotox sup -7, GSIS activator -21, PGC1a acetyl inh -1, PAX8 reporter -38, LGR2 inh -11 and Cneo AK release 0.

Reprinted from the part before: two compounds, followed by the next part.
For CCn1c(SC/C=C/c2ccccc2)nnc1-c1cnccn1 the results were PglD DTNB 7, Statin myotox sup 6, ARNT-TACC3 inh -29, PGC1a acetyl inh 2 and Cneo AK release -2.
For CSc1ccccc1OCc1cc(C(=O)NCC(C)Oc2cccnc2)no1 (configuration not stated) the results were PglD DTNB 4, Statin myotox sup -7, GSIS activator -21, PGC1a acetyl inh -1, PAX8 reporter -38, LGR2 inh -11 and Cneo AK release 0.
`C[C@@H]1CN([C@H](C)CO)C(=O)c2cccc(NC(=O)c3cnccn3)c2O[C@H]1CN(C)C(=O)Nc1ccccc1` gave PglD DTNB -2, Statin myotox sup 11, ARNT-TACC3 inh 2, GSIS activator 21, PGC1a acetyl inh -1, PAX8 reporter -13, LGR2 inh -8 and Cneo AK release -1.
For NC(=S)N/N=C/c1ccc(/C=N/NC(N)=S)cc1 the results were PglD DTNB 0, Statin myotox sup 6, ARNT-TACC3 inh 10, GSIS activator 43, PGC1a acetyl inh 13, PAX8 reporter 1, LGR2 inh -9 and Cneo AK release 1.
Screening Cc1ccc(OCC(O)CNC2CCCC2)c(C)c1 (configuration not stated) returned PglD DTNB -1, Statin myotox sup 4, ARNT-TACC3 inh -7, PAX8 reporter 3, LGR2 inh -3 and Cneo AK release 0.
For COc1ccc(CNC(=O)Cn2nc(C)c3c(C)n(-c4ccc(C)cc4)nc3c2=O)cc1OC the results were PglD DTNB -4, Statin myotox sup 12, ARNT-TACC3 inh 3, GSIS activator 94, PGC1a acetyl inh -10, PAX8 reporter 50, LGR2 inh 1 and Cneo AK release -3.
For C[C@H]1CN([C@@H](C)CO)C(=O)c2cccc(NS(=O)(=O)c3ccc(Cl)cc3)c2O[C@H]1CN(C)S(=O)(=O)c1ccc(F)cc1 the results were PglD DTNB -2, Statin myotox sup 1, ARNT-TACC3 inh -3, GSIS activator 7, PGC1a acetyl inh -13, PAX8 reporter -9, LGR2 inh 18 and Cneo AK release 1.
CCOC(=O)N1CCN(S(=O)(=O)CCNC(=O)c2ccc(F)cc2)CC1 was read as PglD DTNB -4, Statin myotox sup -6, ARNT-TACC3 inh -5, GSIS activator 15, PAX8 reporter -4, LGR2 inh 0 and Cneo AK release 1.
Screening CCOC(=O)c1ccc2c(c1)nc(SCC(=O)N1CCOCC1)n2CC returned ARNT-TACC3 inh 8, GSIS activator -9, PAX8 reporter -3 and LGR2 inh -1.
Screening CCOc1cc(C(=O)N/N=C/c2ccoc2)cc(OCC)c1OCC returned PglD DTNB -2, ARNT-TACC3 inh -4, GSIS activator 12, PAX8 reporter 17, LGR2 inh -8 and Cneo AK release -6.
Screening CC(C)Oc1cc(F)ccc1-c1cc(C(=O)NCC2CCCCC2)[nH]n1 returned PglD DTNB 23*, Statin myotox sup -8, GSIS activator -14, PGC1a acetyl inh 1, PAX8 reporter 0, LGR2 inh -1 and Cneo AK release 1.
For COc1cccc(-c2c(C(=O)N/N=C/c3sccc3C)nnn2-c2nonc2N)c1 the results were PglD DTNB 3, Statin myotox sup 14, ARNT-TACC3 inh 9, GSIS activator 0, PAX8 reporter -1, LGR2 inh 13 and Cneo AK release -1.
C=CCC(C#Cc1ccccc1)N(C)C (configuration not stated) was read as PglD DTNB 4, Statin myotox sup -1, ARNT-TACC3 inh 3, PGC1a acetyl inh 50 and Cneo AK release -3.
S=C(c1cn(CCOc2ccccc2)c2ccccc12)N1CCCC1 was read as PglD DTNB -6, PGC1a acetyl inh -3, PAX8 reporter 15 and Cneo AK release 5.
For C[C@@H]1CN([C@@H](C)CO)C(=O)c2cccc(NC(=O)Nc3ccc(F)cc3)c2O[C@H]1CN(C)Cc1ccccc1 the results were PglD DTNB 3, Statin myotox sup 44, ARNT-TACC3 inh -6, GSIS activator -15, PGC1a acetyl inh 24, PAX8 reporter 16, LGR2 inh 9 and Cneo AK release -1.
For Cc1cc(C)n(C(C)CC(=O)Nc2ccc3c(c2)OCCO3)n1 (configuration not stated) the results were PglD DTNB -1, Statin myotox sup 30, ARNT-TACC3 inh -1, GSIS activator -5, PGC1a acetyl inh 0, PAX8 reporter -4, LGR2 inh -4 and Cneo AK release -1.
`CCC(=O)N1CC[C@@H]2[C@H]1c1cc(-c3ccccc3)ccc1N(C)[C@@H]2CO` gave PglD DTNB -5, Statin myotox sup 19, ARNT-TACC3 inh -10, GSIS activator -2, PGC1a acetyl inh 14, PAX8 reporter 7, LGR2 inh -2 and Cneo AK release -4.
Screening c1csc(CNc2ncnc3sccc23)c1 returned PglD DTNB -5, Statin myotox sup -1, ARNT-TACC3 inh -7, PGC1a acetyl inh 27 and Cneo AK release -3.
For C[C@H]1CN([C@@H](C)CO)C(=O)c2cc(C#Cc3cccc(F)c3)cnc2O[C@@H]1CN(C)C(=O)C1CCOCC1 the results were Statin myotox sup 4, GSIS activator -6, PGC1a acetyl inh 4 and LGR2 inh 0.
`C[C@H](CO)N1C[C@H](C)[C@H](CN(C)Cc2ccc(C(=O)O)cc2)Oc2ncc(-c3ccc(F)cc3)cc2C1=O` gave PglD DTNB 7, Statin myotox sup -3, ARNT-TACC3 inh -3, GSIS activator -2, PGC1a acetyl inh 9, LGR2 inh -23 and Cneo AK release -1.
For COC(=O)c1ccc(S(=O)(=O)NCc2ccccc2)n1C the results were ARNT-TACC3 inh -5, GSIS activator 15, PAX8 reporter 8 and LGR2 inh -7.
For COCCNC(=O)Cn1nc(-c2ccc(Cl)cc2)c2ccccc2c1=O the results were PglD DTNB 0, Statin myotox sup 11, ARNT-TACC3 inh 4, GSIS activator 19, PGC1a acetyl inh 9, PAX8 reporter 20, LGR2 inh 6 and Cneo AK release 0.
Screening Nc1cc2c(cc1Cl)N(Cc1ccccc1)C(=O)CO2 returned Statin myotox sup 4, GSIS activator 14, PGC1a acetyl inh 4, PAX8 reporter -2 and LGR2 inh -9.
`CSc1ccc(C(c2c(C(=O)O)[nH]c3ccccc23)c2c(C(=O)O)[nH]c3ccccc23)cc1` gave PglD DTNB -1, Statin myotox sup 5, ARNT-TACC3 inh -12, GSIS activator -6, PGC1a acetyl inh 7, PAX8 reporter -3, LGR2 inh -8 and Cneo AK release 0.
Cc1cc(C(=O)Nc2cccc(NC(=O)c3ccco3)c2)ccc1[N+](=O)[O-] was read as PglD DTNB 0, ARNT-TACC3 inh 5, GSIS activator 2, PGC1a acetyl inh -1, PAX8 reporter -7, LGR2 inh 5 and Cneo AK release 0.
Nc1ccccc1Nc1cccc(C(F)(F)F)c1 was read as ARNT-TACC3 inh 8, GSIS activator -4, PGC1a acetyl inh 10, PAX8 reporter -17 and LGR2 inh 16.

Fetched one by one from the list above, 2 records:
Screening CCCCCCCCCCS(=O)(=O)N/N=C/c1ccc(O)cc1 returned Statin myotox sup -2, ARNT-TACC3 inh -14, GSIS activator -12, PGC1a acetyl inh 0, PAX8 reporter -2 and LGR2 inh -10.
`C[C@@H]1CN([C@H](C)CO)C(=O)c2cccc(NC(=O)c3cnccn3)c2O[C@H]1CN(C)C(=O)Nc1ccccc1` gave PglD DTNB -2, Statin myotox sup 11, ARNT-TACC3 inh 2, GSIS activator 21, PGC1a acetyl inh -1, PAX8 reporter -13, LGR2 inh -8 and Cneo AK release -1.
